Rac1 GTP hydrolysis: MgcRacGAP GTPase-activating activity inhibitors, confirmation, biochemical, ADP Hunter fluorescence. Rac GTPase-activating protein 1 (Homo sapiens). MgcRacGAP-stimulated Rac1 GTP hydrolysis, ADP Hunter fluorescence; higher % means a stronger effect; GST-tagged Rac1 F28L mutant substrate. inhibition, % at 30 µM, or IC50 in µM where a hit was titrated. hit rate 0.6% among 340,000. AID 624330, 2012;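 active means first-screen hits whose inhibition reached a set limit at any dose in the follow-up dose series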;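 further: fluorescence reports GDP produced by GAP-driven GTP hydrolysis; strong numbers were not always called active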
KOR beta-arrestin-1: KOR agonists, beta-arrestin recruitment, primary screen, cell-based, luminescence, uHTS (AID 1777); Kappa-type opioid receptor (Homo sapiens); KOR beta-arrestin recruitment, luminescence; higher % means a stronger effect; activation, % at 10 µM, or EC50 in µM where a hit was titrated; hit rate 0.02% among 280,000; in the data active means activation above about 50%, passing the limit was not always enough; further: a part of the inactive calls stands beside numbers as strong as those of hits
UTI89 phage lysis: inhibition of K1F phage lysis, E. coli UTI89, bacterial capsule biogenesis inhibitors, alamar blue (AID 488966) | E. coli UTI89 K1F phage lysis, alamar blue, 2 h; higher % means a stronger effect | one-dose inhibition, % at 100 µM; IC50 in µM for titrated hits | hit rate 0.02% among 340,000;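 active means phage lysis inhibition, versus mean bacterial control, above a set limit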;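 further: capsule biogenesis inhibitors block K1F phage lysis so surviving cells raise fluorescence; higher fluorescence means more inhibition of phage lysis; actives were called in the ten point dose series up to 300 µM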
NOD1 inhibition: NOD1 signaling inhibitors, primary screen, cell-based, luminescence, uHTS (AID 1578); NOD1-driven NF-kB luciferase reporter cells, luminescence; higher % means a stronger effect; one-dose inhibition, % at 4 µM; EC50 in µM for titrated hits; hit rate 1% among 290,000; in the data active means inhibition mostly above about 36%, no sharp cut-off; inactive means mostly below about 34%;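 further: HEK-293T reporter cells stimulated with the NOD1 agonist gamma-tri-DAP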
GPR55 beta-arrestin: GPR55 agonists via beta-arrestin recruitment, primary screen, imaging, U2OS cells, beta-arrestin-GFP redistribution (AID 1961); G-protein coupled receptor 55 (Homo sapiens); U2OS GPR55 beta-arrestin-GFP redistribution imaging; higher % means a stronger effect; activation, % at 10 µM, or EC50 in µM where a hit was titrated; hit rate 0.048% among 290,000;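 active means activation above 40% with more than 50 cells counted in the well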;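 further: U2OS osteosarcoma cells stably expressing GPR55 and beta-arrestin-GFP; plate controls were DMSO negative control for no effect and LPI positive control for full effect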
NTR1 agonist: agonists of NTR1, primary screen, imaging, U2OS cells, beta-arrestin-GFP, high content (AID 493036); NTR1-U2OS beta-arrestin-GFP spot imaging, agonist mode; activation, % at 20 µM; hit rate 0.17% among 330,000;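 active means activation at or above 40% of the spot to cytoplasm intensity ratio, with at least 20 cells analyzed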;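 further: 0% = DMSO without peptide and 100% = 100 nM NTR1 peptide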
Target sequence (P30989 whole entry, looked up): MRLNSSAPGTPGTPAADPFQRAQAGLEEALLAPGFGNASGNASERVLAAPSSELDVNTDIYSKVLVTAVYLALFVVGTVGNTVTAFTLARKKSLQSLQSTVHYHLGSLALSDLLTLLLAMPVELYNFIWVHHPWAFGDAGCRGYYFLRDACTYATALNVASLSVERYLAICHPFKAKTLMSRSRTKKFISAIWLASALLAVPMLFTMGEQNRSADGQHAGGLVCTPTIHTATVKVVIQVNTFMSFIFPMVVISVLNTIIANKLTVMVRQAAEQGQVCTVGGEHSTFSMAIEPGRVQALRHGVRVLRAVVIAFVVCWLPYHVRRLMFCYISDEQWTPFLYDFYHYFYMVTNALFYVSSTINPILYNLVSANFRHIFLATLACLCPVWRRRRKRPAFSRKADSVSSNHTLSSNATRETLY
GPR55 antagonists: GPR55 antagonists blocking LPI-driven arrestin recruitment, primary screen, imaging, U2OS, beta-arrestin-GFP, LPI agonist (AID 2013); G-protein coupled receptor 55 (Homo sapiens); U2OS GPR55 beta-arrestin-GFP translocation imaging, LPI antagonism; higher % means a stronger effect; inhibition, % at 10 µM; hits with a dose series show IC50 in µM; hit rate 0.13% among 290,000;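 active means spots per cell inhibited over 60%, with over 100 cells counted and total cytoplasm intensity under 500,000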;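 further: U2OS cells stably carrying GPR55 and arrestin-GFP stimulated by 5 µM LPI near EC80; imaged beta-arrestin-GFP aggregate spots per cell after agonist stimulation; plate controls were LPI-stimulated DMSO wells for no effect and DMSO wells without LPI for full effect; some results filed as inactive read as strong as hits; confirmed hits need IC50 under 10 µM and bright autofluorescent wells are also inconclusive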
GPR35 antagonists: GPR35 antagonists blocking zaprinast-driven arrestin recruitment, primary screen, imaging, U2OS, beta-arrestin-GFP, zaprinast agonist (AID 2058) | G-protein coupled receptor 35 (Homo sapiens) | U2OS GPR35 beta-arrestin-GFP translocation imaging, zaprinast antagonism; higher % means a stronger effect | inhibition, % at 10 µM; hits with a dose series show IC50 in µM | hit rate 0.052% among 290,000;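 active means inhibition of at least 50% with at least 30 cells and total cytoplasm GFP at most 10,000,000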
KOR beta-arrestin-2: KOR antagonists, beta-arrestin recruitment, cell-based, luminescence, uHTS (AID 1778). Kappa-type opioid receptor (Homo sapiens). KOR beta-arrestin recruitment, luminescence, antagonist mode; higher % means a stronger effect. inhibition, % at 10 µM, or IC50 in µM where a hit was titrated. hit rate 0.091% among 290,000; in the data active means inhibition above about 50%; further: strong numbers were not always called active
NTR1 agonist cell count 20 µM: second read-out of NTR1 agonist, no call of its own (marks repeat the call); cell count; measured here: cell count, cytotoxicity flag
* marks the source's active call; other numbers are inactive results; . = no result given; [ ] = dose if it differs, or a comment.

SMILES	Rac1 GTP hydrolysis	KOR beta-arrestin-1	UTI89 phage lysis	NOD1 inhibition	GPR55 beta-arrestin	NTR1 agonist	NTR1 agonist cell count 20 µM	GPR55 antagonists	GPR35 antagonists	KOR beta-arrestin-2
CCn1c2ccccc2c2cc(/C(C)=N/O)ccc21	16%	-2.1%	0.3%	24%	0.3%	6.0	56	12%	14%	-8%
COc1ccc(/C=N/S(=O)(=O)c2ccc(C)cc2)cc1	11%	-0.7%	0.4%	6%	0.0%	0.7	70	9%	8%	9%
Cc1nonc1CN(C)C(=O)c1ccc(OC2CCN(Cc3ccccn3)CC2)cc1	-5%	-0.7%	0.1%	-14%	0.1%	-1.6	62	0%	-6%	-23%
CC(C(=O)Nc1ccncc1)(c1ccccc1)c1ccccc1	-4%	-5.2%	0.2%	-25%	0.4%	2.2	94	4%	-6%	6%[20 µM]
Cc1cc(NC(=O)c2ccc(-c3ccc(F)c(Cl)c3)o2)no1	3%	-4.0%	0.3%	-12%	-0.1%	2.9	85	11%	2%	-34%[20 µM]
O=C(NC(Cc1ccccc1)C(=O)O)/C(=C\c1ccco1)NC(=O)c1ccc(Br)cc1 (stereo not given)	9%	3.0%	-0.1%	-9%	-0.1%	0.5	49	13%	-3%	-5%
CSc1ccccc1NC(=O)C1CC(c2ccccc2O)=NO1 (stereo not given)	15%	2.2%	2.6%	-16%	0.2%	1.0	58	0%	3%	-14%
CCCCS(=O)(=O)c1sc2nc3c(cc2c1N)CCCC3	5%	10%	3.5%	-15%	-0.1%	-0.5	50	31%	-18%	-6%
Cc1cc2nc(C(F)(F)F)[nH]c(=O)n2n1	14%	-1.2%	1.5%	-4%	0.6%	-0.9	48	11%	-4%	-2%
O=C1NCCCN1Cc1ccc(Cl)cc1	8%	1.1%	0.3%	-5%	-0.2%	-0.5	92	-2%	9%	-1%
CCOc1ccc(S(=O)(=O)NCCCl)cc1	-2%	2.0%	0.2%	14%	-0.2%	-0.7	67	-7%	13%	-9%
CCCCn1c(SCC(=O)c2ccc3c(c2)OCCO3)nnc1-c1ccoc1C	12%	-0.9%	1.5%	-8%	0.0%	6.6	65	17%	-1%	-18%
Cc1cc(N2C(=O)C3CC=CCC3C2=O)no1 (stereo not given)	7%	2.8%	0.4%	-43%	-0.1%	-1.0	85	-8%	-15%	-38%
C/C(Cc1ccccc1)=N\NC(=O)CNC(=O)c1cccc(Br)c1	13%	-0.6%	0.1%	-23%	0.2%	-0.2	72	9%	11%	-5%
COc1cc(/C=N/NC(=O)Nc2cccc3nsnc23)cc(OC)c1OC	12%	28%	-0.2%	21%	0.0%	.	.	8%	-6%	-50%
COc1cc(CC(=O)OCC(=O)Nc2cc(S(=O)(=O)N3CCCC3)ccc2Cl)cc(OC)c1OC	6%	1.3%	0.2%	-7%	-0.2%	1.2	94	1%	-8%	-24%
CCNC(=O)/C(C#N)=C/c1c(N2CCN(c3ccccc3)CC2)nc2ccccn2c1=O	10%	-4.7%	0.3%[50 µM]	5%	0.0%	0.6	74	7%	13%	13%
NC(=O)c1ccc(NC(=O)CCNC(=O)c2ccco2)cc1	9%	2.1%	0.2%	0%	0.3%	1.5	52	6%	-6%	16%
Cc1noc(C)c1C(=O)Nc1ccc(F)cc1F	9%	4.6%	1.2%	-16%	0.0%	1.7	45	-4%	-1%	-21%
Cc1ccc(CSCC(Nc2ccc(C(=O)O)cc2[N+](=O)[O-])C(=O)O)cc1 (stereo not given)	1%	-2.7%	2.9%	-9%	-0.1%	0.7	41	8%	-14%	13%
CC(C)N(C(=O)Cn1c(=O)oc2ccccc21)c1ccccc1	2%	.	-0.1%	-12%	-0.1%	1.2	70	17%	11%	-40%[20 µM]
N#CCCn1c(=O)n(CCC#N)c2ccccc21	.	-12%	.	-16%	0.0%	1.2	90	12%	11%	-27%[20 µM]
Cc1ccccc1-c1nnc(SCc2ccc(F)cc2)o1	3%	3.7%	-0.1%	.	-0.1%	0.5	74	3%	-11%	19%
Clc1ccccc1/C=N/NC1=Nc2cccc3cccc1c23	-2%	0.9%	-0.1%[50 µM]	-32%	1.3%	5.7	53	8%	16%	2%

Looked up one by one from above:
SMILES	Rac1 GTP hydrolysis	KOR beta-arrestin-1	UTI89 phage lysis	NOD1 inhibition	GPR55 beta-arrestin	NTR1 agonist	NTR1 agonist cell count 20 µM	GPR55 antagonists	GPR35 antagonists	KOR beta-arrestin-2
CCOc1ccc(S(=O)(=O)NCCCl)cc1	-2%	2.0%	0.2%	14%	-0.2%	-0.7	67	-7%	13%	-9%
Clc1ccccc1/C=N/NC1=Nc2cccc3cccc1c23	-2%	0.9%	-0.1%[50 µM]	-32%	1.3%	5.7	53	8%	16%	2%
CCNC(=O)/C(C#N)=C/c1c(N2CCN(c3ccccc3)CC2)nc2ccccn2c1=O	10%	-4.7%	0.3%[50 µM]	5%	0.0%	0.6	74	7%	13%	13%

Continuation:
SMILES	Rac1 GTP hydrolysis	KOR beta-arrestin-1	UTI89 phage lysis	NOD1 inhibition	GPR55 beta-arrestin	NTR1 agonist	NTR1 agonist cell count 20 µM	GPR55 antagonists	GPR35 antagonists	KOR beta-arrestin-2
C=CCN1C(=O)/C(=C/c2ccsc2)SC1=S	-12%	1.4%	-0.6%	0%	-0.2%	1.8	51	12%	11%	26%
O=c1c2ccc(Cl)cc2[nH]c(=S)n1CCCN1CCOCC1	4%	-3.0%	1.0%	-39%	-0.1%	0.1	56	9%	-4%	32%
COc1ccc(CN2CCNC(=O)C2CC(=O)NCCc2nc(C)c(C)s2)cc1C (stereo not given)	13%	-0.9%	0.8%	-36%	-0.2%	0.4	64	0%	-11%	-16%
CCC1(c2ccc(F)cc2)NC(=O)N(CC(=O)Nc2ccc(C(N)=O)cc2)C1=O (stereo not given)	3%	0.7%	0.1%	-23%	0.6%	-0.1	50	0%	-16%	-72%
CC1C/C(=C/c2cccs2)C(=O)/C(=C/c2cccs2)C1 (stereo not given)	8%	1.2%	3.5%	-11%	1.4%	2.2	46	1%	14%	1%
Cc1ccc(/C=N/NC(=O)C(c2ccncc2)N2CCOCC2)cc1 (stereo not given)	7%	1.9%	-0.1%	-13%	0.2%	1.9	44	6%	4%	-26%
CCOC(=O)/C(C#N)=C/c1ccc(N2CCN(Cc3ccccc3)CC2)cc1	8%	-2.3%	0.8%	-13%	0.3%	3.6	42	9%	4%	29%
COC(=O)N1CC(=O)N(OC)C1c1ccc(Cl)cc1Cl (stereo not given)	7%	1.7%	0.2%	-2%	-0.1%	-1.4	81	2%	2%	-9%
O=C(NCc1ccncc1)C1COc2ccccc2O1 (stereo not given)	13%	2.2%	-1.4%	-18%	0.0%	-1.1	50	17%	21%	3%
COc1ccc(C(C)=O)cc1CN1C(=O)NC2(CCCCC2)C1=O	11%	1.6%	0.1%	-15%	-0.1%	-0.3	48	-1%	-14%	-31%
COc1cc(CN2C(=S)NC(C)(C)CC2(C)O)cc(OC)c1 (stereo not given)	2%	2.3%	0.3%	-4%	0.2%	0.4	74	-1%	-3%	-21%
Cc1ccc(C)c(Cn2nnc3c(=O)[nH]c(C(=O)NCc4ccco4)nc32)c1	11%	11%	-0.8%	-2%	-0.2%	1.2	70	-6%	2%	-32%
Fc1ccc(C2NCCn3cccc32)cc1 (stereo not given)	9%	-0.3%	-0.1%	26%	0.2%	0.6	49	7%	-5%	-33%
COc1cccc(NC(=O)c2ccc(-n3cnnn3)cc2)c1	6%	-0.8%	0.1%	-33%	-0.1%	-0.2	55	4%	22%	-39%
O=C(CCCN1C(=O)c2ccccc2C1=O)NCCCn1ccnc1	10%	1.0%	-0.1%	-28%	0.4%	0.1	47	-5%	-2%	0%
COc1ccc(CN2C(=O)c3ccccc3C(/C=N\OCc3ccc(C)cc3)C2=O)cc1 (stereo not given)	5%	-1.4%	0.2%	16%	0.0%	0.5	52	4%	6%	14%
O=C1SC(Cc2ccccc2)C(=O)N1c1ccccc1 (stereo not given)	.	.	.	-3%	-0.3%	-1.0	55	-6%	-9%	-11%
COC(=O)c1cc(NC(=O)CN2CCC(C(N)=O)(N3CCCCC3)CC2)cc(C(=O)OC)c1	14%	-1.2%	0.1%[50 µM]	-4%	-0.1%	-0.1	48	1%	5%	46%
COCCN(CC(=O)NCC1CCCO1)C(=O)CCC(=O)Nc1cc(C)ccn1 (stereo not given)	4%	6.1%	0.4%	-29%	-0.1%	1.1	46	-8%	-18%	-48%
C=C1CCC[C@]2(C)C[C@H]3OC(=O)C(CN(C)CC(OC)OC)[C@H]3CC12 (stereo not given in full)	5%	-3.6%	0.1%	-5%	-0.1%	0.1	94	11%	-1%	27%
Cn1c(=O)c(Nc2ccc(O)cc2)c2c3c(cccc31)C(=O)c1ccccc1-2	15%	-0.1%	0.9%	34%	-0.4%	1.7	38	20%	-6%	25%
CC(C)CC(=O)NC(=S)Nc1cccc2nsnc12	1%	5.7%	-0.1%	38%	0.6%	.	.	-1%	7%	-8%
CCc1ccccc1NC(=O)Cn1nnc(-c2cccs2)n1	8%	0.6%	0.1%	-19%	0.2%	1.4	36	-1%	14%	-4%
CN1CCN(CP(=O)(N2CCOCC2)N2CCOCC2)CC1	5%	-4.8%	3.0%	-24%	-0.3%	-2.6	47	-12%	10%	-17%
COc1cccc(-c2nc3n(n2)C(c2ccccc2Cl)C(C(N)=O)=C(C)N3)c1 (stereo not given)	6%	0.0%	-1.1%	-28%	0.4%	-1.7	73	7%	-8%	7%
CCOC(=O)c1sc(NC(=O)c2cc3n(n2)C(C(F)(F)F)CC(c2cccs2)N3)c(C(=O)OCC)c1C (stereo not given)	8%	0.7%	0.2%	-9%	0.1%	5.6	54	-1%	-1%	-18%
Cc1ccc(C(=O)c2cc([N+](=O)[O-])ccc2N2CCCCC2)c(C)c1	-2%	-0.1%	2.8%	-33%	0.7%	2.3	41	-22%	17%	-60%
COc1ccc(C(=O)C2CCCN(Cc3cccn3-c3cccnc3)C2)cc1OC (stereo not given)	0%	2.7%	0.1%	-11%	-0.3%	3.4	83	3%	0%	2%
CNc1cc(C(F)(F)F)nc(-c2ccccn2)n1	6%	2.0%	0.4%	-20%	0.6%	-2.0	84	-6%	8%	-25%
COc1cccc(C(=O)NNC(=O)C(=O)Nc2cccc3ccccc23)c1	2%	-0.9%	0.2%	-4%	.	-1.1	37	2%	-8%	-14%

Source: PubChem BioAssay (several laboratories)

A portion of the library; count on the stated rates, not on these rows.
